HEK293 tox – Cytotoxic Profiling in HEK 293 Cell Line of Diverse Libraries Using Quantitative High-Throughput Screening. HEK 293 viability, ATP luminescence (CellTiter-Glo), 48-72 h. Potency, µM (doses to about 115 µM), without a hit: at the top dose activity change, negative = cytotoxicity, usual class: inhibitors. 94,000 tested, 6.6% active; further: potency means the concentration at half of the fitted maximal effect; nearly all actives have a fitted effect of over 60% in size
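HEK 293 cells seeded at 250 cells/well were exposed to compound for 48 or 72 hr at 37 degree Celsius. Viability taken as ATP content by CellTiter-Glo luminescence.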
NIH3T3 tox – Cytotoxic Profiling in NIH 3T3 Cell Line of Diverse Libraries Using Quantitative High-Throughput Screening. NIH 3T3 viability, CellTiter-Glo ATP luminescence, 48-72 h. Potency, µM (titrated, usually from 96.7 µM), for the others: top-dose activity change, negative = cytotoxicity, most hits filed as inhibitors. 94,000 tested, 4.3% active; further: potency means the concentration at half of the fitted maximal effect; nearly all actives have a fitted effect of over 55% in size
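First NIH 3T3 cells are plated at 400 cells/well; next compound is pinned in; then plates incubate 48 or 72 hr at 37 °C; finally CellTiter-Glo is added and luminescence read after 10 min.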
IP6K1 inhibitor – Primary qHTS assay for small molecule inhibitors of Inositol hexaphosphate kinase 1 (IP6K1) | activity change, % (series mostly up to about 58 µM) | IP6K1 kinase, ADP-Glo luminescence, 2 h; hits give low values | 140,000 tested, 0.81% active | AID 1645851, 2021 | Inositol hexakisphosphate kinase 1 (Homo sapiens), Q92551; in the data active means activity change below about -25%
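ADP-Glo luminescence measures ADP made by human IP6K1 during a 2 h RT reaction with ATP/IP6 (mix at 1.3 mM/130 uM); top library doses 57.5 and 19.1 uM final.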
SNCA expr inhib – Primary qHTS assay for inhibitors of alpha-synuclein gene (SNCA) expression | HEK-293 SNCA-luciferase knock-in, luminescence, 24 h | Potency, µM (series often up to 57.2 µM), for the others: at the top dose activity change, negative = inhibition, usual class: inhibitors | 140,000 tested, 0.17% active | AID 1671194, 2021;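 further: potency means the concentration at half of the fitted maximal effect; plate controls were DMSO cells for no effect and cell-free wells for full effect; nearly all actives have a fitted effect of over 45% in size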
FLuc inh – Firefly luciferase inhibition profiling of diverse chemical library using quantitative high-throughput screening | Luciferin 4-monooxygenase (Photinus pyralis), P08659 | purified P. pyralis luciferase, luminescence, biochemical | Potency, µM (top dose mostly 115 µM), without a hit: top-dose activity change, negative = inhibition, actives largely listed as inhibitors | 76,000 tested, 2.5% active; further: potency means the concentration at half of the fitted maximal effect; nearly all actives have a fitted effect of over 65% in size
Target sequence (P08659 whole entry, looked up): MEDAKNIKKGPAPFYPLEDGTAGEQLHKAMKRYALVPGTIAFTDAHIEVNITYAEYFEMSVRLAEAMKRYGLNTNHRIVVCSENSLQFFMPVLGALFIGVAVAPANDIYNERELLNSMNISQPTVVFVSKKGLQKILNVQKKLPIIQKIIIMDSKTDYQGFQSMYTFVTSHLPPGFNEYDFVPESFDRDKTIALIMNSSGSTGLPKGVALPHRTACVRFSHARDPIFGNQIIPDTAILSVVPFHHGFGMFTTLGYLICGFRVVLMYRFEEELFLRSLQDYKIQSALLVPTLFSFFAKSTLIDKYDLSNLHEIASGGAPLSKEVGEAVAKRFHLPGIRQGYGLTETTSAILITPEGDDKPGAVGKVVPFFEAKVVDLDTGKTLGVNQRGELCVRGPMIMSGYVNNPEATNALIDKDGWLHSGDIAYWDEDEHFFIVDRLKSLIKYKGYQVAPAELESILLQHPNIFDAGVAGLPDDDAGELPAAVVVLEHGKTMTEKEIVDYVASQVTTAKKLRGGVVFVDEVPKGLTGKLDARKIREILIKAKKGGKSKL
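Inhibitors were tested against purified firefly luciferase in a biochemical, low-substrate format (both substrates at 10uM) and luminescence measured with a CCD imager.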
GPT2 inhibitor – Primary qHTS assay for inhibitors of Glutamate pyruvate transaminase 2 (GPT2); 100,000 tested, 0.25% active; AID 1671188, 2021; Alanine aminotransferase 2 (Homo sapiens), Q8TD30; Potency, µM (top dose mostly 57.7 µM), inactives show at the highest dose activity change, negative = inhibition, usual class: inhibitors; Recombinant GPT2, coupled pyruvate oxidase/HRP Amplex Red fluorescence; further: potency means the concentration at half of the fitted maximal effect; nearly all actives have a fitted effect of over 60% in size; many of its hits are not listed in these tables
Target sequence (Q8TD30 whole entry, looked up): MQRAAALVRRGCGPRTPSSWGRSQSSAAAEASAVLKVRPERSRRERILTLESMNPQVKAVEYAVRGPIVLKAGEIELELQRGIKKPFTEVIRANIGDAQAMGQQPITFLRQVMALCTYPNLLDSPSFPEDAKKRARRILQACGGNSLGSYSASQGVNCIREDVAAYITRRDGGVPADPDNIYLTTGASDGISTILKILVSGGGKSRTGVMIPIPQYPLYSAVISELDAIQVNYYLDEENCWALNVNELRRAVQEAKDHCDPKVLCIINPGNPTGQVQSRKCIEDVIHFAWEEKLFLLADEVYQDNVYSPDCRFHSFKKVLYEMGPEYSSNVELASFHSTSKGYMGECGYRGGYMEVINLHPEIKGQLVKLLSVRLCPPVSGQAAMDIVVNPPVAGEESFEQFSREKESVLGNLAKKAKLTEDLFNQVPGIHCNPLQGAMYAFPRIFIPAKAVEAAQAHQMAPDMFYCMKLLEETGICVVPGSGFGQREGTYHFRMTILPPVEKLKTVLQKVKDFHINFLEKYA
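Inhibition is scored from Amplex Red fluorescence generated when pyruvate oxidase and HRP act on pyruvate released by GPT2. Reactions contain 10ng/uL enzyme, 250uM a-KG and 2mM L-alanine and run 30 min at room temperature.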
SNCA viab count – GF-AFC viability counterscreen for inhibitors of alpha-synuclein gene (SNCA) expression. HEK-293-SNCA-luc viability, GF-AFC fluorescence, 24 h. Potency, µM (titrated, usually from 57.1 µM), for inactives: top-dose activity change, negative = cytotoxicity, hits mostly cytotoxic. 150,000 tested, 0.12% active. AID 1671193, 2021;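 further: potency means the concentration at half of the fitted maximal effect; 0% = DMSO-treated cells and -100% = medium-only wells without cells; nearly all actives have a fitted effect of over 30% in size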
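HEK-293-SNCA-luc cells (1500/well) plated 24 h, then exposed 24 h to a dilution series; GF-AFC added 30 min at 37C, fluorescence 405/540 nm; normalised to medium-only and DMSO wells, Hill fit.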
Starred values were filed as active, the others as inactive; i = inactive; ? = inconclusive; . = no result given; [ ] = another dose, or the depositor's remark. Unless noted, the call rests on the fitted dose curve; in most records, active means well fitted curve in the direction sought with a large enough effect; inconclusive means small, poorly fitted or top-dose-only effect, or another doubt; inactive means no such curve, though single readings can be large; an effect the other way counts as inactive or inconclusive. Unless noted, on the % scale 0 is the no-effect control and ±100 the full control effect.

structure,HEK293 tox,NIH3T3 tox,IP6K1 inhibitor,SNCA expr inhib,FLuc inh,GPT2 inhibitor,SNCA viab count
C=CCNC(=O)C1CCCN(Cc2cccnc2)CCC(=O)NCC1 (configuration not stated),-3%,-16%,8,9%,3%,i,4%
CS(=O)(=O)N(C1CCOCC1)C1CCN(C(=O)C2CC2)CC1,10%,-6%,-15,-12%,5%,-3%,-2%
Cc1ccc(CNC(=O)C2(c3ccc(NS(C)(=O)=O)cc3)CCCCC2)o1,-3%,-1%,-6,?,8%,2%,5%
FC1(F)C[C@@H](c2nnc(C3CC3)o2)N(C2CCOCC2)C1,-5%,-2%,-5,27%,-15%,?,15%
Cc1cc2ncc(C(=O)N3CCN(c4ncccn4)CC3)cn2n1,i,0%[138 µM],14,-15%[87.6 µM],.,-10%[88.5 µM],-1%[87.6 µM]
NC(=O)CCNC(=O)C1=C[C@@H](NC(=O)c2cccc(F)c2)[C@@H](O)[C@H](O)C1,-21%[172 µM],-13%[174 µM],11,-11%[87.6 µM],-11%[172 µM],?,26%[87.6 µM]
O=C1NCCOCCCN(C(=O)Nc2ccccc2)[C@H]2CCCC[C@@H]12,-2%,-2%,13,14%,-8%,?,0%
Cc1nc(-c2cn(C3CCCN(C(=O)c4ccc(OC(F)(F)F)cc4)C3)nn2)no1 (configuration not stated),-8%,-18%,5,37%[activator],5%,i,-3%
O=C1C(N2CCN(Cc3ccc[nH]3)CC2)CCN1CCc1ccccc1 (configuration not stated),-29%,-9%,11,-2%,-6%,?,-3%
Cc1ccccc1NC(=O)CSc1ncc2c(n1)-c1ccccc1N(C)S2(=O)=O,.,.,31,?,.,.,1%
O=C(NCCc1ccc(Cl)cc1)c1ccc2nc(CCc3ccccc3)oc2c1,.,.,20,50%[activator],.,.,-6%
O=C(CSc1nc2ccccc2nc1Cc1ccccc1)N1CCCc2ccccc21,.,.,2,-27%,.,.,2%
O=c1c(N2CCc3ccccc3C2)csc2ccc(F)cc12,.,.,-8,22%,.,.,-18%
CCc1ccc(NC(=O)Cn2c(=O)n(CCCC(=O)NCCc3ccc(OC)c(OC)c3)c(=O)c3ccccc32)cc1,.,.,3,-16%,.,.,4%
Cc1cnc(C(=O)N2CCCC(Cc3noc(-c4cnccn4)n3)C2)cn1 (configuration not stated),-4%,3%,9,-8%,-5%,i,7%
COCC(=O)NC1CCC12CCN(C(=O)c1ccc3[nH]ccc3c1)CC2 (configuration not stated),i,4%,-12,13%,-8%,2%,11%
COC(=O)[C@H]1CCCN1C(=O)[C@@H]1C[C@H](NC(=O)NC(C)C)CN1C(=O)c1cccn1C,i,i,-5,-5%[87.6 µM],9%[172 µM],1%[88.5 µM],7%[87.6 µM]
O=C(O)c1cccc(-c2n[nH]c3c2CC(=O)N(c2ccccc2)C3)c1,?,?,-6,-2%[87.6 µM],63µM*,i,0%[87.6 µM]
CCc1ccc(-c2nc3c(c(SCc4ccc(F)cc4)n2)Cc2c(CO)cnc(C)c2O3)cc1,.,.,21,-2%,.,.,-2%
COc1cc(CN2CCc3nn(C)c(=O)n3CC2)ccc1OC(C)C,4%,-29%,13,16%,-1%,-10%,9%
CCN(CC)CCCNC(=O)c1c(C)oc2ncn(CC(C)C)c(=O)c12,.,.,20,29%,.,.,-2%
COc1ccccc1Cc1nc2ccccc2nc1SCC(=O)NCCc1ccccc1,.,.,-8,6%,.,.,-5%
COc1ccc(-c2noc(-c3cccn3CC(=O)NCc3ccc(OC)c(OC)c3)n2)cc1F,12%,-12%,-4,-2%,2%,-2%,5%
CNC(=O)C(C)(C)N1CCC[C@H]1C(=O)N1CCCC1,-7%[230 µM],-14%[230 µM],2,-2%[87.6 µM],-11%[230 µM],i,-1%[87.6 µM]
CC(C)c1noc([C@@H]2C[C@H](NC(=O)Nc3ccc(F)cc3)CN2C)n1,-28%[172 µM],-22%[174 µM],11,-2%[87.6 µM],-1%[172 µM],-9%[88.5 µM],-6%[87.6 µM]
Cc1ccc(CN2CCC(C(=O)N3CCCCCCNC(=O)CC3)CC2)o1,i,-3%,0,7%,5%,2%,0%
Oc1ccccc1CN1CCNc2cnc(-c3ccccc3)cc2C1,63µM*,?,-22,-15%[87.6 µM],-7%[172 µM],i,-9%[87.6 µM]
CN1CCCN(C[C@@H]2CN(C(=O)c3ccnn3C)C[C@@H]2CO)CC1,4%,2%,27,-18%,-2%,-8%,4%
COCCO[C@H]1C(=O)N(C2CCN(Cc3ccccc3C#N)CC2)[C@H]1c1ccncc1,-7%,-16%,14,15%,-9%,4%,-24%
Cc1c2cnn(-c3ccccc3)c(=O)c2c(C)n1C(C)C(=O)NCc1cccc(Br)c1 (configuration not stated),.,.,15,?,.,.,-12%

Record cards, from the list above:
COc1ccccc1Cc1nc2ccccc2nc1SCC(=O)NCCc1ccccc1 is listed with HEK293 tox: .; NIH3T3 tox: .; IP6K1 inhibitor: -8; SNCA expr inhib: 6%; FLuc inh: .; GPT2 inhibitor: .; SNCA viab count: -5%
COCCO[C@H]1C(=O)N(C2CCN(Cc3ccccc3C#N)CC2)[C@H]1c1ccncc1 is listed with HEK293 tox: -7%; NIH3T3 tox: -16%; IP6K1 inhibitor: 14; SNCA expr inhib: 15%; FLuc inh: -9%; GPT2 inhibitor: 4%; SNCA viab count: -24%

The results go on:
structure,HEK293 tox,NIH3T3 tox,IP6K1 inhibitor,SNCA expr inhib,FLuc inh,GPT2 inhibitor,SNCA viab count
O=C(CCC1CCCC1)NCC1CCCCC(=O)N1 (configuration not stated),-4%,i,-2,6%,.,i,-16%
CNC(=O)[C@@H](c1ccccc1)N1CCC[C@H]1C(=O)NCc1ccc(C(F)(F)F)cc1,?,-7%[138 µM],2,11%[87.6 µM],-4%[172 µM],i,-3%[87.6 µM]
Cc1ccccc1CN1C(=O)c2ccccc2S(=O)c2ccc(C(=O)NCc3ccc(Cl)cc3)cc21 (configuration not stated),.,.,12,-6%,.,.,-2%
CN(Cc1ccccc1)C(=O)c1ccc2c(c1)N(Cc1ccccc1F)C(=O)c1ccccc1S2(=O)=O,.,.,-9,7%,.,.,-30%
Cc1c(N(C)C)c(=O)n(-c2ccccc2)n1C,.,.,7,-3%[25.6 µM],.,?,-23%[23.9 µM]
CC(C)c1nc2c(c(-c3ccc(O)cc3)n1)CN([S+](=O)([O-])c1cccs1)CC2,-1%,-18%,-13,11%,9%,i,-1%
O=C(c1ccc2nc(-c3cccnc3)oc2c1)N1CCOCC1,?,-15%[138 µM],-1,44%[activator][87.6 µM],.,i,1%[87.6 µM]
CN1C[C@@H](NC(=O)Nc2ccc(F)cc2F)C[C@H]1c1nc(-c2ccccc2)no1,63µM*,-23%[174 µM],0,-10%[87.6 µM],-5%[172 µM],-12%[88.5 µM],-17%[87.6 µM]
O=C1NCc2cc(-c3cc4c(ccn4Cc4ccncc4)c(N4CCOCC4)n3)ccc21,?,?,23,85%[activator][87.6 µM],4%[172 µM],i,11%[87.6 µM]
CCNC(=O)c1c(C)oc2c1CN(C(=O)CCc1ccccc1)CC2,-13%,-16%,5,-2%,-1%,2%,18%
CSCc1noc(CN2CCCC(CO)(CC=C(C)C)C2)n1 (configuration not stated),?,-7%,4,-11%,0%,-4%,1%
O=C(Cc1cccc(Cl)c1)N1CCC2(CC1)CCN(Cc1cccs1)c1ccccc1O2,25µM*,?,-1,-21%,-12%,-30%,?
Cc1ccc(NC(=O)Nc2ccc3c(c2)N(C)C(=O)c2ccccc2S3)c(C)c1,.,.,51,?,.,.,5%
Cn1cc(CNC(=O)c2coc(CN3CCN(C/C=C/c4ccccc4)CC3)n2)cn1,?,-19%,2,-7%,-8%,i,-6%
CCOc1ccccc1N=Nc1c(C)[nH]n(-c2nc(-c3ccccc3)cs2)c1=O,.,.,.,?,.,-10%,?
CCOC(=O)c1c(N)n(-c2ccc(CC)cc2)c2nc3ccccc3nc12,.,.,8,?,.,.,19%
Cc1ccc(CCNC(=O)c2cc(Nc3ccc(C)c(C)c3)nc3ccccc23)cc1,.,.,18,33%[activator],.,.,18%
CN1CCN(C(=O)N2CCC3(CCCN(C4CCCC4)C3=O)C2)CC1 (configuration not stated),-16%,-18%,15,-3%,2%,-3%,3%
COc1ccc(S(=O)(=O)Nc2cc(-c3cn4cccc(C)c4n3)ccc2C)cc1C,.,.,-9,5%,.,.,-13%
CC1CCc2c(sc3nnn(Cc4ccccc4Cl)c(=O)c23)C1 (configuration not stated),.,.,-7,-4%,.,.,2%
CN1C(=O)C2(CCN(S(=O)(=O)c3ccc(F)cc3)C2)c2ccccc21 (configuration not stated),?,-6%,14,18%,1%,i,-11%
Cc1ccccc1NC(=O)c1c(NC(=O)c2ccco2)sc2c1CCC(C(C)(C)C)C2 (configuration not stated),.,.,-13,-15%,.,.,1%
O=C(C1CCN(C(=O)N2CC3CC(C2)[C@H]2CCCC(=O)N2C3)CC1)N1CCc2ccccc2C1 (some centres not stated),-9%,i,23,-19%,-2%,-5%,-1%
Cc1cccc(N2CCN(C(=O)C3CCN(C(=O)c4cc5sccc5n4C)CC3)CC2C)c1 (configuration not stated),.,.,7,?,.,.,?
CCOc1ccc(S(=O)(=O)Nc2cccc(OC)c2)c2cccnc12,.,.,12,-4%,.,.,19%
COc1ccc(OCC2(C)COc3ccc(C(=O)NCc4ccc(F)cc4)cc3N2)cc1 (configuration not stated),28µM*,28µM*,-6,?,-2%[172 µM],2%[88.5 µM],0%[87.6 µM]
Cc1ccccc1NC(=O)C1CCN(S(=O)(=O)c2ccccc2)CC1,.,.,14,-9%,.,.,7%
Cn1cc(CN[C@H]2C[C@H]3C(=O)NC[C@@H](CCC(=O)NCc4ccc(F)cc4)N3C2)c2ccccc21,-16%,-6%,-10,10%,6%,i,4%
Cn1c(SCC(=O)N2CCCc3ccccc32)ncc(C(=O)Nc2ccc(F)cc2)c1=O,.,.,-13,11%,.,.,-2%
Cc1noc(C)c1CN1CCNc2cc(Nc3ccccc3)ncc2C1,?,-67%[138 µM],-16,3%[87.6 µM],35µM*,i,-21%[87.6 µM]
COc1ccccc1-c1nnc2ccc(C(=O)N3CCOCC3)cn12,-1%[172 µM],2%[138 µM],4,36%[activator][87.6 µM],.,-27%[88.5 µM],0%[87.6 µM]

Screens deposited in PubChem BioAssay by National Center for Advancing Translational Sciences (NCATS).
